# RmlCD inh 1536: M. tuberculosis RmlC/RmlD inhibition; inhibition, % at 3.6 µM; AID 1533; P9WH09+P9WH11; RmlC+RmlD coupled enzyme assay, percent inhibition; primary screen in compound mixtures; 160,000 compounds, 0.03% hits; in the data active means inhibition mostly above about 34%, no sharp cut-off; further: some results filed as inactive read as strong as hits
# Target sequence (P9WH09 whole entry, looked up): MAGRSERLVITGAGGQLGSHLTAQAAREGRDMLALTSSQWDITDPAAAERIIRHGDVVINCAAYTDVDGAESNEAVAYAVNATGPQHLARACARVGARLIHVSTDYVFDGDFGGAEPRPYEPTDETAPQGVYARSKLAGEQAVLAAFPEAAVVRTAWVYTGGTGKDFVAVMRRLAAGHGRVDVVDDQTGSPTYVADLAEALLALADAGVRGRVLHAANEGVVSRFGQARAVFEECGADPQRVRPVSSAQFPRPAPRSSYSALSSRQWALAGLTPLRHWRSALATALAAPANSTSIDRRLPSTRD
# Target sequence (P9WH11 whole entry, looked up): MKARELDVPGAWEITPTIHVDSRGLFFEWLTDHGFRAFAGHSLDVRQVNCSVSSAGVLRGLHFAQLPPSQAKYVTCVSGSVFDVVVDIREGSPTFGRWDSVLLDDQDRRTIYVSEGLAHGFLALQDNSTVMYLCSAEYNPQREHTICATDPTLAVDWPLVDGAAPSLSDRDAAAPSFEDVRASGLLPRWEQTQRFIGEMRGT
# M. tuberculosis GlmU: inhibition of mycobacterial GlmU enzyme – biochemical, glucosamine-1-phosphate acetyltransferase (AID 1376); inhibition, %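 (tested at 30 µM in the primary screen)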, or IC50 in µM where a hit was titrated; 220,000 compounds, 0.25% hits; M. tuberculosis GlmU acetyltransferase enzyme assay; higher % means a stronger effect; in the data active means inhibition above about 13%;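 further: 0% = complete reaction with vehicle and 100% = reaction without substrate; strong numbers were not always called active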
# The depositor's hits bear a star; nt = no result given.
# Results follow in this order: RmlCD inh 1536	M. tuberculosis GlmU
Cc1nc2ccc3nc(NC(=O)c4ccc5c(c4)OCCO5)sc3c2s1
 : -14	-3.7%
O=C(Cn1nc(CNc2ccc(Br)cc2)[n+]2c1CCCCC2)c1ccc([N+](=O)[O-])cc1
 : 3	-9.0%
CC(=O)Nc1ccc(NC(=O)Cn2ccc([N+](=O)[O-])n2)cc1
 : -1	1.9%
COC(c1ccccc1)c1nnc(CCC(=O)N2CCN(Cc3cccs3)CC2)o1 (centres undefined)
 : nt	-4.5%
CCC(CO)NCc1ccc(Br)cc1 (centres undefined)
 : -8	0.4%
Cc1nc2cc3ccccc3cc2n1C
 : nt	2.2%
Cc1cccc(NC(=S)NCC(c2cccnc2)N(C)C)c1C (centres undefined)
 : 5	-2.1%
COc1ccc(-c2ccc(OC)c([C@H]3[C@H]4C=CC[C@@H](C)[C@@H]4C(=O)N3Cc3ccccc3)c2)cc1OC
 : -4	-5.9%
CCN(CC)c1ccc(C=Nc2ccccc2C)c(O)c1
 : nt	0.9%
CCc1c(C2(O)CCCCC2)[nH]c2ccc(C(=O)OC)cc12
 : nt	0.2%
O=C(CCN1C(=O)c2cccc3cccc(c23)C1=O)N1CCN(Cc2ccc3c(c2)OCO3)CC1
 : nt	0.5%
O=C(CSc1nnc(-c2ccc(F)cc2)o1)N1CCN(C(=O)c2ccco2)CC1
 : -5	-5.3%
Nc1ccc(C(=O)OCC(=O)N2CCOCC2)cc1[N+](=O)[O-]
 : -6	2.0%
CCOC(=O)c1ccc(OCC(=O)c2ccc(O)cc2O)cc1
 : 3	1.9%
Cn1cnnc1Sc1nc2ccccc2nc1NS(=O)(=O)c1ccccc1
 : 12	-2.6%
O=C(NCc1n[nH]c(=S)n1-c1cccc(Cl)c1)c1cccs1
 : 6	-5.0%
C=CCNC(=S)N/N=C/c1cccc([N+](=O)[O-])c1
 : 1	4.3%
O=C(NC1CCCc2ccccc21)C1CCC(CNS(=O)(=O)c2cccc3nsnc23)CC1 (centres undefined)
 : 15	-4.1%
CCCCCCCc1ccc(-c2ccc(O)cc2)nc1
 : 12	-2.6%
O=C(Cn1nnc2c(cnn2-c2ccc(F)cc2)c1=O)OC1CCCCC1
 : 11	-3.3%

# (further entries)
# Results follow in this order: RmlCD inh 1536	M. tuberculosis GlmU
COc1cccc(C=Nc2ccccc2C(=O)Nc2nccs2)c1OC
 : 86	6.3%
CCCCOc1ccccc1NC(=O)CC1SC(=NCC)N(CC)C1=O (centres undefined)
 : 4	1.6%
Cc1ccc(-n2nc3cc(C)c(NC(=S)NC(=O)/C=C/c4ccco4)cc3n2)cc1
 : 5	7.0%
CCOC(=O)c1[nH]c2ccccc2c1NC(=O)CN1CCCCC1
 : 6	-2.5%
Cc1nc2ccccc2c(=O)n1NC(=O)C1CC1
 : nt	6.4%
COc1ccc(-n2nc(C(=O)NCc3ccco3)c3c4ccccc4n(C)c3c2=O)cc1Cl
 : 5	-2.6%
CCOc1ccccc1C(=O)Nc1cccc(-c2nnc(-c3ccccc3)o2)c1
 : 11	2.9%
CC(C)[C@@H](C(=O)NCC1CCC(C(=O)O)CC1)n1nnc2ccccc2c1=O (some centres undefined)
 : -10	6.6%
Cc1cc(-c2csc(NC(=O)c3cccc(S(=O)(=O)N(C)C)c3)n2)c(C)n1-c1ccccc1
 : nt	4.8%
O=C(Nc1cc(C(F)(F)F)ccc1F)C1CCCC1
 : -3	-2.4%
C=CCn1c(=N)n(CC(O)c2ccco2)c2ccccc21 (centres undefined)
 : 5	-2.3%
COC(=O)N/N=C/c1ccc(OC(=O)c2ccco2)c(OC)c1
 : -15	0.8%
Cn1ncc(Br)c1C(=O)Nc1ccc(Cl)cn1
 : 10	2.3%
O=C(Cn1cnc2ccccc2c1=O)c1ccc(Br)cc1
 : nt	-5.0%
CCn1c(SCC(=O)Nc2nc3ccc(C)cc3s2)nc2c(c1=O)SC(C)C2 (centres undefined)
 : -3	-2.8%
CC(=O)c1c(C)n(C)c2ccc(OC(=O)c3ccco3)cc12
 : 5	-1.5%
COCCNC(=O)COC(=O)/C=C/c1cnc2ccccc2n1
 : 7	5.0%
Cc1cc(C)cc(NC(=O)NN2C(C)CCCC2C)c1 (centres undefined)
 : -13	-2.5%
N#CCCC12CCCCC1=Nc1ccccc12 (centres undefined)
 : nt	-2.1%
Cc1cccc(NC(=O)CN2C(=O)N/C(=C/c3cc(C)n(C)c3C)C2=O)c1
 : 7	3.2%

# Part of the list above in order of heavy-atom count, rising.
# Results follow in this order: RmlCD inh 1536	M. tuberculosis GlmU
Cc1nc2ccccc2c(=O)n1NC(=O)C1CC1
 : nt	6.4%
O=C(Cn1cnc2ccccc2c1=O)c1ccc(Br)cc1
 : nt	-5.0%
COc1cccc(C=Nc2ccccc2C(=O)Nc2nccs2)c1OC
 : 86	6.3%
Cc1cc(-c2csc(NC(=O)c3cccc(S(=O)(=O)N(C)C)c3)n2)c(C)n1-c1ccccc1
 : nt	4.8%

# Other entries follow:
# Results follow in this order: RmlCD inh 1536	M. tuberculosis GlmU
CCCOC(=O)c1ccc(NC(=O)CC(C)(C)C)cc1
 : -15	2.2%
COCCNc1nc(-c2cc3ccccc3o2)cs1
 : 4	1.1%
NS(=O)(=O)c1cc2c(cc1Cl)NC(CC1CCCC1)NS2(=O)=O (centres undefined)
 : nt	-1.9%
Cc1ccc(Nc2nc(N)nc(CSC(=S)N3CCN(c4ccccc4)CC3)n2)cc1
 : 8	-0.9%
CN(C)c1ccc(N=Nc2ccccc2C(=O)OCC(=O)N2CCCCCC2)cc1
 : 9	3.3%
Fc1ccccc1Cn1c2[n+](c3ccc(C(F)(F)F)cc31)CCCCC2
 : 8	-6.5%
CCOc1ccc(/C=C/C2=CC(C)(C)NC(=S)N2)cc1
 : 22	-1.3%
Cc1ccc2nsnc2c1NC(=O)c1cccnc1Cl
 : -3	-0.5%
CC1(C)OC(=O)C(=CNCC(=O)NCC(=O)O)C(=O)O1
 : 5	-2.0%
CCOC(=O)C(=O)/C(C#N)=C/Nc1ccc(Cl)cc1
 : 3	-5.4%
CC(C)=C(NC(=O)c1ccccc1)C(=O)N/N=C/c1ccc(O)cc1
 : 23	0.9%
CCN(CC)C(=O)c1cnn(-c2ccccc2)c1NC(=O)c1ccccc1F
 : nt	0.6%
COc1ccc(C(=O)Nc2ccc3c(c2)OCCO3)cc1[N+](=O)[O-]
 : 4	-4.0%
CCOC(=O)Cc1csc(NC(=S)NC(=O)C(C)(C)C)n1
 : -16	4.9%
CCOC1OC(=O)C(Cl)=C1Nc1ccc(C)cc1 (centres undefined)
 : 65	-1.8%
CCCc1nnc(NC(=O)c2ccc(N3C(=O)C4C5C=CC(C5)C4C3=O)cc2)s1 (centres undefined)
 : nt	-2.5%
O=C(O)C1CN(c2ncccc2[N+](=O)[O-])C1
 : nt	3.4%
Cc1cccc2sc(NC(=O)CCNS(=O)(=O)c3cccc4nonc34)nc12
 : 8	-2.6%
CN1CCN(NC(=O)c2ccc(F)cc2)CC1
 : -5	nt
COCCN(Cc1cc2c(C)cc(C)cc2nc1Cl)C(=O)c1ccccc1F
 : -5	-3.7%

# Taken from above.
# CCCOC(=O)c1ccc(NC(=O)CC(C)(C)C)cc1 @ M. tuberculosis GlmU = 2.2%
# COCCN(Cc1cc2c(C)cc(C)cc2nc1Cl)C(=O)c1ccccc1F @ M. tuberculosis GlmU = -3.7%

# Single records (already shown).
# CCOc1ccc(/C=C/C2=CC(C)(C)NC(=S)N2)cc1 in the list: RmlCD inh 1536: 22; M. tuberculosis GlmU: -1.3%
# Fc1ccccc1Cn1c2[n+](c3ccc(C(F)(F)F)cc31)CCCCC2 in the list: RmlCD inh 1536: 8; M. tuberculosis GlmU: -6.5%

# Next part.
SMILES	RmlCD inh 1536	M. tuberculosis GlmU
Cc1ccc(S(=O)(=O)NCC2CCC(C(=O)NCc3ccccn3)CC2)cc1 (centres undefined)	-10	1.4%
O=C(OCCCN=C1NS(=O)(=O)c2ccccc21)c1ccccc1F	nt	7.6%
Cc1cc2cccc(C)c2nc1SCC(=O)NCC1CCCO1 (centres undefined)	2	-4.4%
Cc1c(Br)ccc(NC(=O)c2ccccc2[N+](=O)[O-])c1C	3	-1.6%
O=C(Cn1cc2c(n1)CCCCC2)Nc1ccccc1Cl	5	-3.3%
COc1ccc(C(=O)C2CCCN(Cc3ccc4c(c3)OCCO4)C2)cc1F (centres undefined)	5	-1.5%
CC(=O)N(C)C1=C(N2CCOCC2)C(=O)c2ccccc2C1=O	nt	-1.1%
COc1ccc(/C(C)=N/OCC(=O)N=Nc2c(O)[nH]c3ccc(Br)cc23)cc1	4	2.8%
COc1ccccc1-n1c(CCn2nc(C)c(Br)c2C)n[nH]c1=S	-13	5.2%
COc1ccc(CNC(=O)C(C)Sc2nc3ccccc3c(=O)n2CCCN2CCOCC2)cc1 (centres undefined)	10	0.5%
S=C(NCC1CCCO1)Nc1ccc(Cl)cc1Cl (centres undefined)	nt	-0.4%
O=C(Nc1ccc(Cl)cc1)ON=C1CCCC1	nt	-3.3%

# (listing goes on)
SMILES	RmlCD inh 1536	M. tuberculosis GlmU
CC(C)=CCc1c(-c2ccc(O)cc2O)oc2c3c(cc(O)c2c1=O)OC(C)(C)C=C3	nt	-0.6%
COc1cc(OC)cc(C(=O)N2CCN(Cc3ccccc3Br)CC2)c1	2	2.0%
CCCC1C2C(=O)N(c3cccc(C)c3)C(=O)C2ON1c1ccccc1 (centres undefined)	4	-0.7%
COC(=O)C1=C(CSc2nccn2C)NC(=O)NC1c1cc(C)ccc1C (centres undefined)	7	1.8%
COc1ccc(C(=O)OC/C(O)=C(\C#N)c2nc3ccccc3[nH]2)cc1S(=O)(=O)N1CCOCC1	15	-4.0%
Cc1cc(C)cc(N2C(=O)CN(Cc3sccc3C)C2=S)c1	8	1.6%
CCOC(=O)c1cc(-c2ccccc2)sc1NC(=O)C(C)Sc1nnc(N)s1 (centres undefined)	-9	1.3%
COc1ccc(/C=C(/NC(=O)c2ccccc2Cl)C(=O)NCCCC(=O)O)cc1	8	-5.1%
Cn1c(=O)c2c(nc(CN3CCN(c4ccccc4)CC3)n2CCc2ccccc2)n(C)c1=O	nt	-2.8%
O=C(CCNC(=O)c1ccccc1Cl)Nc1cc(S(=O)(=O)N2CCOCC2)ccc1N1CCCC1	nt	0.3%
CCCc1cc2c(=O)c(-c3ccc4c(c3)OCCO4)coc2cc1OS(C)(=O)=O	21	6.2%
CCOC(=O)c1cc(C#N)c(SCC(=O)OC)[nH]c1=O	7	5.5%

# Continued.
SMILES	RmlCD inh 1536	M. tuberculosis GlmU
CCOC(=O)C[N+](C)(C)CCOC1CC2CCC1(C)C2(C)C (centres undefined)	-8	1.2%
CN(Cc1ccco1)C(=O)C1CCC(=O)N1Cc1ccc(F)cc1 (centres undefined)	-5	6.3%
COc1ccc(CC(=O)NNC2=Nc3cccc4cccc2c34)cc1	9	-2.5%
Clc1ccc(-c2cn3nc4c(nc3n2)CCCC4)cc1	-13	-1.2%
Cc1ccc(-c2nnn(CC(=O)N(c3ccc4c(c3)OCCO4)C(C(=O)NCC3CCCO3)c3ccc(F)cc3)n2)o1 (centres undefined)	6	-1.7%
COc1ccc(C=C2c3ccccc3C(=O)c3ccccc32)c(OC)c1	6	0.1%
CC(=C\c1ccccc1)/C=C1/SC(=S)N(C(C(=O)O)C(C)C)C1=O (centres undefined)	nt	5.4%
COc1cc(C2=NOC(C(=O)N3CCN(c4ccc(F)cc4)CC3)C2)cc(OC)c1OC (centres undefined)	-4	1.1%
CN1CCN(c2nc3nonc3nc2N2CCN(C)CC2)CC1	-5	0.4%
CCOC(=O)N1CCN(C(=O)C2c3cc(OC)c(OC)cc3C(=O)N3CCc4ccccc4C23)CC1 (centres undefined)	2	0.4%
COc1ccc(S(=O)(=O)Nc2ccncc2)c(C)c1C	-10	1.7%
Cc1ccc(S(=O)(=O)C(C#N)c2nc3ccccc3nc2N2CC(C)OC(C)C2)cc1C (centres undefined)	-5	2.2%

# Continued.
SMILES	RmlCD inh 1536	M. tuberculosis GlmU
O=C(O)C[C@@H]1C(=O)O[C@@H]2C(COC(=O)c3cc(O)c(O)c(O)c3)O[C@@H](OC(=O)c3cc(O)c(O)c(O)c3)[C@@H](OC(=O)c3cc(O)c(O)c4c3[C@H]1[C@H](O)C(=O)O4)[C@H]2OC(=O)c1cc(O)c(O)c(O)c1 (some centres undefined)	1	67%*
O=C(O)c1cnn2c(C(F)F)cc(C(F)F)nc12	nt	-3.4%
Cc1cc(C)n(CCOc2ccc(Cl)cc2Cl)n1	nt	-0.7%
COc1ccc(OC)c(S(=O)(=O)N2C(C)CCCC2C)c1 (centres undefined)	6	-0.2%
Cc1ccccc1NC(=S)NC(=O)c1cncc(Br)c1	7	1.1%
COCCn1c(=O)sc2ccccc2c1=O	-14	0.7%
COc1ccc2ccccc2c1CNC(=O)CC1C(=O)NCCN1CC(C)(C)C (centres undefined)	12	2.9%
COc1cccc(/C=N/NC(=O)CCn2c3ccccc3c3ccccc32)c1	41	-4.9%
CCn1ncc(C(=O)Nc2cccc(Cl)c2)c1C	-5	-4.0%
COc1cccc(-c2noc(CCC(=O)Nc3cccnc3)n2)c1	nt	-0.3%
COc1ccc(N2CCN(C(=O)c3ccc(-n4nc(C)cc4C)cc3)CC2)cc1	-3	3.7%
O=C(CC1S/C(=N/N=C/c2cccs2)NC1=O)Nc1ccccc1F (centres undefined)	-8	-0.2%

# Reprinted at random: 2 entries already listed, in no set order.
SMILES	RmlCD inh 1536	M. tuberculosis GlmU
COCCn1c(=O)sc2ccccc2c1=O	-14	0.7%
COc1ccc(OC)c(S(=O)(=O)N2C(C)CCCC2C)c1 (centres undefined)	6	-0.2%

# The list continues:
SMILES	RmlCD inh 1536	M. tuberculosis GlmU
O=C(O)CSc1nnc(CNc2ccccc2Cl)n1-c1ccccc1	-1	0.5%
CC1(C)CC(=O)C=C(NCCN2CCN(C(=S)NC3CCCCC3)CC2)C1	11	-1.0%
CN1CCc2c(sc(NC(=O)c3ccc(S(=O)(=O)N4CCOCC4)cc3)c2C(N)=O)C1	6	1.0%
CCc1cccc(NC(=O)C2CCCC2)c1	nt	3.1%
O=[N+]([O-])c1cccc(-c2nnn(C34CC5CC(CC(C5)C3)C4)n2)c1	4	-1.0%

# Screening data from PubChem BioAssay.

# Not all compounds are listed (hit frequency here may not be typical).
